Bioassay records deposited in PubChem by Sanford-Burnham Center for Chemical Genomics.
tim10-1 inh – growth inhibitors of tim10-1 mutant yeast | S. cerevisiae tim10-1 ts strain growth, BacTiter-Glo, 24 h | inhibition, % at 20 µM | 330,000 tested, 2.2% active | AID 463190;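 active means inhibition of at least 40%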;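 further: mutant grown at 25 °C; 0% = DMSO wells with yeast and 100% = wells holding no yeast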
Mdm2-MdmX inh – human Mdm2/MdmX binding inhibition; O15151+Q00987; SaOS-2 split-luciferase Mdm2/MdmX complementation, luminescence; inhibition, % at 8 µM; 330,000 tested, 3% active;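 active means inhibition of at least 50% at 8 µM in the primary screen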
tim23-1 inh – tim23-1 yeast growth inhibition. S. cerevisiae tim23-1 growth, BacTiter-Glo luminescence, 24 h. inhibition, % at 20 µM. AID 463212. 330,000 tested, 1.3% active;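 active means growth inhibition of the mutant yeast at or above 50%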;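 further: temperature-sensitive mutant grown at 25 °C; plate controls were DMSO-treated mutant yeast for no effect and medium wells lacking yeast for full effect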
GRIN3A LBD mod – modulators (binders) of human NR3A ligand-binding domain | NR3A LBD differential scanning fluorimetry, Tm shift; 0% = protein alone, 100% = glycine-bound protein | Tm shift relative to glycine control, % at 25 µM | 340,000 tested, 2.5% active | AID 1259313;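 active means melting temperature shift of at least 10% of the positive control shift, at one fixed dose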
CHOP UPR activ – activators of apoptotic arm of unfolded protein response (CHOP) | activation, % at 10 µM | CHO-CHOP luciferase reporter, UPR activation, luminescence; percent of tunicamycin response over DMSO baseline | 330,000 tested, 0.34% active | AID 449763;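 active means at 10 µM dose, activation of 40% or more, normalized to positive control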;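 further: 100% = tunicamycin at 10 µg/mL and 0% = DMSO alone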
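Evaluation: % reporter activation, DMSO baseline versus tunicamycin full activation; System: CHO-CHOP luciferase reporter cell line; Input: 500 cells/well; Incubation: 6 h compound treatment, 37 °C; Measured by: Steady-Glo luciferase luminescence; Dosing: one dose, 10 µM in 0.5% DMSO; Buffer or medium: F12 medium, 10% FBS; Benchmarks: positive tunicamycin 10 µg/mL, negative DMSO alone.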
NLRP3 yeast inh – NALP3 inhibition in yeast; inhibition, % at 10 µM; Yeast reconstituted NLRP3/ASC/caspase-1, beta-gal luminescence, 24 h; AID 2825; 330,000 tested, 0.39% active;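 active means inhibition of 50% or more; inactive means inhibition below 50%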;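 further: plate controls were induced DMSO wells for no effect and uninduced yeast grown without galactose for full effect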
TIM10 inh – growth inhibitors of TIM10 yeast strain. 330,000 tested, 1.4% active. S. cerevisiae TIM10 strain growth, BacTiter-Glo luminescence, 24 h. inhibition, % at 10 µM. AID 463195;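 active means inhibition of 40% or more at the single tested concentration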;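 further: wild-type TIM10 isogenic control strain grown at permissive 25 °C; 0% = DMSO yeast wells and 100% = minimal medium wells without yeast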
APJ ag – agonists of human APJ apelin receptor | P35414 | 330,000 tested, 0.11% active | CHO-K1 APJ PathHunter beta-arrestin, luminescence; 0% DMSO wells, 100% apelin | activation, % at 20 µM;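 active means activation more than six SD over the plate average, tested at 20 µM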;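 further: 0% = DMSO alone and 100% = apelin-13 at 10 nM; some results filed as inactive read as strong as hits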
Target sequence (P35414 whole entry, looked up): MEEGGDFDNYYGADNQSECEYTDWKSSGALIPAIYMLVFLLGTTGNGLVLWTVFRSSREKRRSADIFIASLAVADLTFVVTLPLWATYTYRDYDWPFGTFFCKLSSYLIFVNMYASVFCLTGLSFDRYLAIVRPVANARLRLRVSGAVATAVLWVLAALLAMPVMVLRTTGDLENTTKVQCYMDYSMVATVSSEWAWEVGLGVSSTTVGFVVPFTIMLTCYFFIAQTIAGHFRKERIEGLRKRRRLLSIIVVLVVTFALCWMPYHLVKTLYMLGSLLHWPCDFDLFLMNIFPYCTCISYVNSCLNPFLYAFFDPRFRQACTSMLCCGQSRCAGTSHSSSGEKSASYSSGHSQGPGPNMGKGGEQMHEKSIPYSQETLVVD
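Assay system: CHO-K1 APJ beta-arrestin complementation cell line / Compound: single test compound dose, 20 µM final, 1% DMSO / Times: overnight seeding, 90 min compound at 25 °C, 1 h detection / Technique: beta-gal luminescence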
UPR XBP1 act – activators of adaptive arm of unfolded protein response (XBP1); CHO-XBP1 luciferase reporter, IRE1-XBP1 UPR activation, luminescence; percent of tunicamycin response, DMSO as zero; 330,000 tested, 0.33% active; activation, % at 20 µM; AID 463104;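 active means versus positive control, 20 µM dose yields 30% or more activation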;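 further: 100% = tunicamycin at 10 µg/mL and 0% = DMSO only wells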
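Material – CHO cell line with stable XBP1 luciferase reporter · Buffer or medium – F12 plus 10% FBS · Compound – single point, 20 µM final compound, 1% DMSO · Schedule – 16-18 h cell attachment at 37 °C, then 6 h compound exposure · Signal – Steady-Glo luminescence read · Benchmarks – high control tunicamycin 10 µg/mL final, low control DMSO vehicle only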
* marks the source's active call; other numbers are inactive results; . = no result given; & = joins results of further samples. The order is random; 8.2% or so of the library scored in one or more.

SMILES	tim10-1 inh	Mdm2-MdmX inh	tim23-1 inh	GRIN3A LBD mod	CHOP UPR activ	NLRP3 yeast inh	TIM10 inh	APJ ag	UPR XBP1 act
O=C(NC1(C(F)(F)F)NC(=O)N(Cc2cccnc2)C1=O)c1ccc(F)cc1 (stereo not given)	13.3	-4.1	13.7	1.0	0.4	10.4	-3.0	-1.7	2.1
O=C(O)c1cc(N/N=C/c2cccnc2)ccc1Cl	10.2	-12.4	-6.0	-0.9	-0.6	7.5	7.4	-6.2	-3.1
NC(=O)c1nsc(C(=O)N(CC(=O)NC2CCCCC2)Cc2ccc(F)cc2)c1N	15.6	2.7	18.2	-0.1	-0.3	8.4	-2.0	-2.6	-4.7
COc1cc2ccccc2cc1C(=O)N/N=C/c1ccc2c(c1)OCO2	29.3	50.9*	48.1	11.5*	0.8	10.7	27.9	-7.6	0.7
CC(C)N1CCN(Cc2cc3ccccc3[nH]2)CC1CCO (stereo not given)	11.9	18.2	2.3	1.9	-0.7	17.3	-12.0	-3.5	-5.4
CC(C)[C@H](NC(=O)OCc1ccccc1)C(=O)OCc1cc(=O)oc2cc(O)ccc12	11.7	32.0	21.1	-4.9	-1.5	14.9	7.4	-0.7	-3.7
c1ccc2sc(Nc3nc4cc5c(cc4s3)OCO5)nc2c1	18.9	-57.5	14.7	8.2	4.9	24.5	27.5	-3.5	3.5
COc1ccc(Nc2nc3cc(C)ccc3cc2C#N)c(OC)c1	-6.6	38.8	-11.3	1.1	1.8	3.2	-16.5	9.0	-0.7
O=C(CCNC(=O)c1ccccc1Cl)Nc1ccc(Cl)c(C(F)(F)F)c1	29.0	11.8	10.5	-5.5	0.9	5.6	29.6	-2.3	-0.7
CC(C)CC(=O)Nc1nnn(C)n1	8.0	-3.1	-1.0	-2.0	-2.7	0.3	-3.4	-2.2	2.8
COc1ccccc1/C=N/NC(=O)c1[nH]c(C)c(C(=O)N/N=C/c2ccccc2OC)c1C	-18.9	-32.5	-4.9	-10.1	-0.5	7.5	-12.5	0.8	-1.3
COC(=O)C1CCN(c2cc(=O)n(-c3ccc(OC)cc3)c(=O)[nH]2)CC1	4.0	-13.7	-11.1	2.1	-1.4	15.2	4.4	-2.4	-0.9
COc1ccc(COC(=O)N/C=C/c2ccco2)cc1	5.9	14.4	8.6	-0.3	2.8	20.7	8.8	-6.2	0.3
CCc1cc(C(=O)OCC(=O)N2CCC(c3ccccc3)=N2)sc1C	22.4	25.5	15.8	-5.3	-0.9	14.7	5.0	-2.7	-8.0
O=[N+]([O-])c1ccc(NCCCNS(=O)(=O)c2ccccc2)cc1	8.5	3.7	8.6	-10.1	-1.1	19.8	-5.8	-3.9	-1.5
O=C(CCNC(=O)c1ccc(Cl)cc1)Nc1cccc(S(=O)(=O)N2CCCCCC2)c1	9.8	29.0	1.4	28.6*	-0.6	20.6	-8.7	-6.9	-6.2
O=C(c1ccc(F)cc1)N(NC(=O)C(O)(c1ccccc1)c1ccccc1)c1ccccc1	13.6	-14.9	1.9	0.2	-1.3	1.2	13.9	-3.0	-1.8
COc1ccccc1CNC(=O)CN(C)CC(=O)Nc1ccc(F)c(F)c1F	-9.3	17.9	-11.5	0.5	-0.6	11.6	-8.3	-3.2	-1.1
CCOc1ccc(S(=O)(=O)N(C)c2ccc(OCC(=O)Nc3ccc4[nH]c(=O)[nH]c4c3)cc2)cc1	11.9	-20.9	3.6	-4.5	-0.8	11.8	-1.1	-1.6	0.5
Cc1ccc(S(=O)(=O)NC2(C(F)(F)F)C(=O)Nc3c2c(=O)[nH]c(=O)n3-c2ccccc2)cc1 (stereo not given)	11.9	-7.5	5.6	-6.8	0.0	-3.7	11.1	-2.8	2.5
CC1=C(C(=O)N(C)C)C(c2ccccc2OC(F)F)NC(=O)N1 (stereo not given)	-0.8	9.2	11.6	-1.0	1.0	12.9	-6.7	0.6	-2.1
Cc1onc(-c2ccccc2)c1CNC(=O)Nc1cccc(Cl)c1	31.5	-17.9	34.1	5.2	-0.9	8.3	26.1	-0.2	-1.8
O=C(c1ccco1)N1CCN(c2ccc([N+](=O)[O-])c(N3CCOCC3)c2)CC1	9.4	17.3	3.5	-2.7	0.4	16.2	15.3	0.0	-3.1
O=C(NCc1ccc(-c2nc3ccccc3s2)cc1)c1ccc(Br)o1	-14.1	-51.7	-4.8	2.7	5.4	20.3	-42.0	-3.2	3.8
Cc1ccnc(N2CCCC(C(=O)Nc3cc(F)ccc3C)C2)n1 (stereo not given)	18.6	-2.6	2.7	1.3	2.1	18.4	3.6	-3.7	-2.5

Mdm2-MdmX inh, what is marked active above
SMILES	Mdm2-MdmX inh	GRIN3A LBD mod	NLRP3 yeast inh	UPR XBP1 act
COc1cc2ccccc2cc1C(=O)N/N=C/c1ccc2c(c1)OCO2	50.9*	11.5*	10.7	0.7

Next part:
SMILES	tim10-1 inh	Mdm2-MdmX inh	tim23-1 inh	GRIN3A LBD mod	CHOP UPR activ	NLRP3 yeast inh	TIM10 inh	APJ ag	UPR XBP1 act
C=CCN1C=CC=C/C1=C1\SC(=S)N(C)C1=O	-6.7	14.2	26.2	-0.8	-2.4	7.5	3.0	-3.1	-1.0
C=CCC1C=C(C)CC(CC=C)N1 (stereo not given)	-19.2	23.0	-9.3	-1.5	0.9	23.1	-8.3	-0.8	-1.2
CCCC(C)NC1=NCCCCC1 (stereo not given)	-16.0	8.0	-3.2	-0.4	-1.6	16.9	-2.9	-5.7	0.3
COc1ccc(CNC(=O)C2CCCN(S(=O)(=O)c3cccc4nsnc34)C2)cc1 (stereo not given)	31.1	0.3	14.8	-3.0	1.1	5.7	4.9	1.2	-3.7
COc1ccc(CN2CC(C(=O)NCCCN3CCCCC3)CC2=O)cc1 (stereo not given)	-18.3	6.6	-5.5	-2.6	1.0	9.0	-1.3	-1.4	2.0
CC1CCCN(S(=O)(=O)c2ccc3[nH]c4c(c3c2)CCCC4)C1 (stereo not given)	32.0	26.2	55.9*	0.3	-1.0	13.0	33.0	2.7	-1.3
O=C(CSc1n[nH]c(-c2cccnc2)n1)Nc1ccc(Cl)cc1	2.7	4.9	2.0	-1.7	-0.4	-7.5	-6.4	-4.1	-5.3
COc1ccc(-c2noc(CCC(=O)N3CCN(c4cccc(Cl)c4)CC3)n2)cc1	9.3	29.8	40.0	-4.2	0.5	.	-13.6	.	-0.5
Cc1ccc2nc(NC(=O)C3CCN(S(=O)(=O)c4cnc[nH]4)CC3)sc2c1	1.9	15.8	3.3	-2.0	0.0	-12.5	4.4	1.5	-2.8
CCCCCCCC(=O)OCC(=O)[C@@]1(O)CC[C@H]2[C@@H]3CCC4=CC(=O)CC[C@]4(C)[C@H]3[C@@H](O)C[C@@]21C	11.0	-10.8	36.1	-3.5	-1.7	2.1	9.4	-1.0	-6.5
O=C(c1ccc(Br)cc1)C(CN1CCOCC1)c1ccccc1 (stereo not given)	-122.8	91.0*	-19.7	-0.1	105.1*	20.3	50.6*	-1.2	0.2
CCOC(=O)c1cccc(N2CC3CNC(=O)C2(C(=O)OC)N3C)c1 (stereo not given)	4.9	7.0	12.6	-1.1	1.9	12.9	-0.1	0.5	3.1
CN1CCN(Cc2cn(C)nc2-c2ccccc2F)CC1c1ccccc1 (stereo not given)	4.3	-36.9	18.3	-0.9	-1.9	4.1	17.1	-2.6	-2.3
C/C(=N/NC(=O)c1ccco1)c1cccc(NC(=O)c2ccc(C)o2)c1	13.2	5.8	6.4	-8.4	-0.8	-7.6	23.0	-2.3	-1.9
COc1cccc(C2C(C#N)=C(N)Oc3cc(C)[nH]c(=O)c32)c1OC (stereo not given)	-4.9	17.7	-5.5	0.1	1.0	9.0	-6.2	-4.3	5.6
Cc1ccc(C)n1-c1ccc(-c2nnc3n2CCCCC3)s1	25.5	15.0	17.3	-0.2	-0.9	15.7	13.2	-2.6	-0.9
COC(=O)Cn1ncc2c3ccccc3n(C)c2c1=O	10.6	-10.6	10.7	-0.7	2.3	17.0	8.3	-0.7	3.6
CCOCCCn1c(=NC(C)=O)c(C(=O)OCC)cc2c(=O)n3ccccc3nc21	12.1	2.9	13.8	3.0&-1.6	-1.6	8.2	6.1	-3.0	-2.5
Cc1ccc(-c2nc(CN3CCCCC3c3cccc(F)c3)c(C)o2)o1 (stereo not given)	11.9	3.1	21.3	-0.9	1.0	2.9	2.3	-1.8	1.2
Cc1cc(C(=O)Nc2ccc(N3CCCCC3)cc2)no1	-16.1	-28.9	6.5	-0.5	-2.0	35.7	-2.9	-2.0	-2.5
CCOc1ccc(-n2c(SCC(=O)NC(C)CC)nc3n[nH]c(C)c3c2=N)cc1 (stereo not given)	2.3	33.3	8.2	-3.4	2.4	12.8	9.4	0.9	3.6
CC(C)C(=O)N1CC(=O)Nc2ccc(F)cc2C1c1ccc(F)cc1 (stereo not given)	-4.4	-21.2	11.2	-0.5	-0.2	-13.8	10.3	-5.3	-0.1
Cc1cc(C)cc(NC(=O)N2CCC(NC(=O)c3ccccc3C)CC2)c1	14.5	11.9	0.8	-2.1	-1.6	8.1	-11.5	0.8	2.4
CCOC(=O)C1CCCN(S(=O)(=O)c2cn(C)c(=O)n(C)c2=O)C1 (stereo not given)	-3.0	15.0	3.8	-2.5	-0.3	14.7	-2.8	-4.4	0.0
O=C(Nc1nc2ccc([N+](=O)[O-])cc2s1)c1ccc(S(=O)(=O)N2CCCc3ccccc32)cc1	28.6	96.6*	19.6	18.8*	11.5	22.5	22.5	1.9	3.4
New compounds follow
SMILES	tim10-1 inh	Mdm2-MdmX inh	tim23-1 inh	GRIN3A LBD mod	CHOP UPR activ	NLRP3 yeast inh	TIM10 inh	APJ ag	UPR XBP1 act
CCC1CCCCN1CCCNC(=O)CC1Oc2ccc(C)cc2NC1=O (stereo not given)	-6.9	3.9	5.0	-1.6	1.3	11.4	-4.7	-4.6	-1.2
Cc1ccc(-c2csc(NC(=O)CCCc3cccs3)n2)cc1	19.2	5.8	6.4	-2.9	1.2	4.7	1.7	-0.5	-0.4
N/C(=N\c1nc2c(c(=O)[nH]1)CCCC2)Nc1ccc(Oc2ccccc2)cc1	7.5	17.0	4.0	-1.8	0.5	8.5	2.0	4.0	-2.2
NC(=O)c1c(NC(=O)c2ccco2)sc2c1CCC2	16.1	-75.5	35.5	2.1	6.0	33.9	2.0	1.1	3.6
O=C1CC(C(=O)Nc2ccc(F)cc2)n2cnnc2N1 (stereo not given)	12.9	-2.5	1.7	0.6	-0.4	4.2	-9.4	-0.9	0.2
Cc1ccc(S(=O)(=O)N2CCCCC2CCNC(=O)C(=O)Nc2ccccc2F)cc1 (stereo not given)	-3.8	51.6*	5.2	0.8	0.7	20.9	2.6	3.0	-2.1
Cc1cc(Br)ccc1NC(=O)C(C)c1ccc([N+](=O)[O-])cc1 (stereo not given)	37.7	12.1	16.7	-8.8	-2.3	25.7	23.4	-1.4	-2.1
Cc1cc(C(=O)N(NC(=O)C(C)C)c2ccccc2)cs1	-4.1	-41.1	-1.8	-0.2	0.2	15.4	6.8	-3.4	-2.0
